NCI-60 one-dose screen, 48 h, at 10 µM unless noted. Numbers give growth in % (100 = growth as untreated, 0 = no growth, -100 = all killed).
OVCAR-4 = OVCAR-4 ovarian cancer cells; 3.7% of 80,000 active; AID 1794784
NCI-H226 = NCI-H226 lung cancer. 3.5% of 79,000 active. AID 1794732
SK-OV-3 = SK-OV-3 ovarian cancer cells. 3.2% of 80,000 active. AID 1794785
NCI-H322M = NCI-H322M lung cancer; 2.7% of 80,000 active; AID 1794733
IGROV1 = IGROV1 ovarian cancer. 4.7% of 79,000 active. AID 1794786
NCI-H460 = NCI-H460 lung cancer; 6.8% of 82,000 active; AID 1794736
NCI-H23 = NCI-H23 lung cancer; 4% of 80,000 active
NCI/ADR-RES = NCI/ADR-RES ovarian cells; AID 1794790; 4.4% of 81,000 active
NCI-H522 = NCI-H522 lung cancer; 8% of 78,000 active; AID 1794739
Numbers without * were called inactive; nt = no result given; & = joins results of further samples; [ ] = remark or other dose. How the source made its calls: active means growth percent below 10; inactive means the rest. This is a subset. The share of hits here may be higher or lower than overall.

SMILES	OVCAR-4	NCI-H226	SK-OV-3	NCI-H322M	IGROV1	NCI-H460	NCI-H23	NCI/ADR-RES	NCI-H522
C[C@]12CC[C@@H]3c4ccc(OC(=O)Cc5ccc(N(CCCl)CCCl)cc5)cc4CC[C@H]3[C@@H]1CC[C@@H]2OC(=O)Cc1ccc(N(CCCl)CCCl)cc1	111.2	92.6	126.4	100.0	nt	124.5	118.9	55.9	134.2
C[C@]12C=CC(=O)C[C@@H]1CC[C@@H]1[C@@H]2C(=O)C[C@]2(C)C(=O)CC[C@@H]12	105.0	104.9	121.5	116.1	106.5	106.2	102.0	107.2	nt
NNC(=O)NNC(N)=O	108.6	100.1	103.4	104.5	116.9	106.4	99.5	101.6	120.4
Cc1cc(Cl)nc(N)n1	117.3&115.3	103.0&107.6	101.5&117.7	132.0&109.0	129.3&109.3	109.9&108.8	101.5&109.4	107.2&108.1	94.6&99.0
CCCCCCCC/C=C\CCCCCCCC(=O)Nc1ccccc1	100.1	nt	104.1	120.7	110.0	104.1	97.7	98.3	97.3
Cc1ccc(NC(=O)CBr)cc1	102.4	102.9	86.1	99.4	nt	104.9	91.7	105.5	-55.6*
COc1ccc2c(c1)c(C(=O)O)c(Cl)n2Cc1ccc(Cl)cc1	102.1	91.9	98.6	78.0	94.5	104.1	84.9	97.2	81.1
O=C1C=C(N2C3C4CCC(C4)C32)C(=O)C=C1c1ccccc1 (configuration not stated)	48.0	106.6	88.9	107.5	nt	90.2	106.1	99.4	51.0
NC(N)=NNC=O	110.7	102.3	109.9	104.7	110.8	116.7	104.2	nt	106.9
ClCc1cc(Cl)c(Cl)cc1Cl	101.0	105.0	95.6	91.5	98.2	105.3	100.2	104.8	91.0
CC12CC(O)C3C(CCC4=CC(=O)CCC43C)C1CCC2=O (configuration not stated)	118.6	nt	111.5	114.8	104.5	110.0	107.6	114.5	91.3
CS(=O)c1ccc([N+](=O)[O-])cc1[N+](=O)[O-] (configuration not stated)	100.4	94.9	100.7	101.0	103.4	109.6	102.0	110.6	95.3
COC1=CC(=O)O[C@@H](/C=C/c2ccc3c(c2)OCO3)C1	111.7	92.8	109.7	97.5	99.2	118.0	117.0	95.7	98.3
COc1cc(NCCCCCN=C(N)N)c2ncccc2c1	-12.1*	nt	94.9	61.4	23.6	65.9	4.9*	104.0	9.5*
CCSP(=S)(SCC)SCC	104.4	79.1	96.0	103.2	117.3	94.5	104.4	107.8	92.4
O=NN1CCCc2cccc(O)c21	63.7	76.5	38.8	41.8	44.4	4.8*	-6.2*	32.5	-21.7*
Brc1ccc2c(c1)c(-c1nc(-c3c[nH]c4ncccc34)cs1)cn2CCN1CCOCC1	57.3	60.2	84.8	72.1	29.5	63.2	71.8	50.3	76.1
COc1ccc(/C=C\c2cc(OC)c(OC)c(OC)c2)cc1OCC(=O)Nc1nc2ccc(OC(F)(F)F)cc2s1	64.4	74.2	48.4	73.6	30.3	12.4	35.6	-7.3*	15.8
C=CC(CN1CC1)OC(C)=O (configuration not stated)	107.5	116.0	111.2	101.6	80.8	103.5	95.2	105.5	115.3
O=C1C=C2C(=CCOC2O)O1 (configuration not stated)	25.4	34.4	100.4	101.1	42.9	71.1	60.4	0.6*	-79.9*
C[C@@]12C[C@H](O)CCN1CCc1ccccc12	110.4	96.7	102.9	107.8	nt	111.5	107.0	98.6	103.6
Cc1ccc2oc(=O)c3c(c2c1)OC(/N=C/c1ccccc1)=C(C#N)C3c1ccc([N+](=O)[O-])cc1 (configuration not stated)	100.3	79.9	96.3	103.1	100.2	104.6	93.7	104.9	89.1
CCC1(c2ccc(N)cc2)CCC(=O)NC1=O (configuration not stated)	nt	99.1	105.2	120.7	120.9	120.5	nt	98.3	98.5
O=C1C=CC(=Nc2cc(Cl)c(O)c(Cl)c2)C=C1	83.8&93.5	101.0&102.0	116.9&124.5	109.3&91.5	100.1&93.7	108.0&101.8	100.1&95.8	101.0&93.9	73.8&41.2
COc1cc(OC)c(S(=O)(=O)N(CCCl)CCCl)cc1C(=O)/C=C/c1ccc2c(c1)OCO2	53.9	84.2	78.7	94.1	92.0	78.9	nt	70.4	81.0

Fetched one by one from the list above, 2 records:
SMILES	OVCAR-4	NCI-H226	SK-OV-3	NCI-H322M	IGROV1	NCI-H460	NCI-H23	NCI/ADR-RES	NCI-H522
CC12CC(O)C3C(CCC4=CC(=O)CCC43C)C1CCC2=O (configuration not stated)	118.6	nt	111.5	114.8	104.5	110.0	107.6	114.5	91.3
CCC1(c2ccc(N)cc2)CCC(=O)NC1=O (configuration not stated)	nt	99.1	105.2	120.7	120.9	120.5	nt	98.3	98.5

14 compounds out of the list, arranged by molar mass, rising.
SMILES	OVCAR-4	NCI-H226	SK-OV-3	NCI-H322M	IGROV1	NCI-H460	NCI-H23	NCI/ADR-RES	NCI-H522
NC(N)=NNC=O	110.7	102.3	109.9	104.7	110.8	116.7	104.2	nt	106.9
Cc1cc(Cl)nc(N)n1	117.3&115.3	103.0&107.6	101.5&117.7	132.0&109.0	129.3&109.3	109.9&108.8	101.5&109.4	107.2&108.1	94.6&99.0
O=C1C=C2C(=CCOC2O)O1 (configuration not stated)	25.4	34.4	100.4	101.1	42.9	71.1	60.4	0.6*	-79.9*
O=NN1CCCc2cccc(O)c21	63.7	76.5	38.8	41.8	44.4	4.8*	-6.2*	32.5	-21.7*
Cc1ccc(NC(=O)CBr)cc1	102.4	102.9	86.1	99.4	nt	104.9	91.7	105.5	-55.6*
CS(=O)c1ccc([N+](=O)[O-])cc1[N+](=O)[O-] (configuration not stated)	100.4	94.9	100.7	101.0	103.4	109.6	102.0	110.6	95.3
O=C1C=CC(=Nc2cc(Cl)c(O)c(Cl)c2)C=C1	83.8&93.5	101.0&102.0	116.9&124.5	109.3&91.5	100.1&93.7	108.0&101.8	100.1&95.8	101.0&93.9	73.8&41.2
COC1=CC(=O)O[C@@H](/C=C/c2ccc3c(c2)OCO3)C1	111.7	92.8	109.7	97.5	99.2	118.0	117.0	95.7	98.3
O=C1C=C(N2C3C4CCC(C4)C32)C(=O)C=C1c1ccccc1 (configuration not stated)	48.0	106.6	88.9	107.5	nt	90.2	106.1	99.4	51.0
CCCCCCCC/C=C\CCCCCCCC(=O)Nc1ccccc1	100.1	nt	104.1	120.7	110.0	104.1	97.7	98.3	97.3
Cc1ccc2oc(=O)c3c(c2c1)OC(/N=C/c1ccccc1)=C(C#N)C3c1ccc([N+](=O)[O-])cc1 (configuration not stated)	100.3	79.9	96.3	103.1	100.2	104.6	93.7	104.9	89.1
Brc1ccc2c(c1)c(-c1nc(-c3c[nH]c4ncccc34)cs1)cn2CCN1CCOCC1	57.3	60.2	84.8	72.1	29.5	63.2	71.8	50.3	76.1
COc1cc(OC)c(S(=O)(=O)N(CCCl)CCCl)cc1C(=O)/C=C/c1ccc2c(c1)OCO2	53.9	84.2	78.7	94.1	92.0	78.9	nt	70.4	81.0
C[C@]12CC[C@@H]3c4ccc(OC(=O)Cc5ccc(N(CCCl)CCCl)cc5)cc4CC[C@H]3[C@@H]1CC[C@@H]2OC(=O)Cc1ccc(N(CCCl)CCCl)cc1	111.2	92.6	126.4	100.0	nt	124.5	118.9	55.9	134.2

Next section.
SMILES	OVCAR-4	NCI-H226	SK-OV-3	NCI-H322M	IGROV1	NCI-H460	NCI-H23	NCI/ADR-RES	NCI-H522
COP(=O)(OC)/C(=C/c1c[nH]c2ccccc12)C(=O)O	102.8	88.4	99.8	95.9	87.3	97.4	97.8	92.2	105.0
CCCOC(C(=O)OCCN(CC)CC)(c1ccccc1)c1ccccc1	100.9	100.9	107.1	96.1	82.2	98.2	96.5	101.2	89.6
O=[N+]([O-])c1no[n+]([O-])c1-c1ccncc1	106.8	94.5	108.9	102.2	104.7	103.2	101.7	109.4	96.7
CC(=O)C(C#N)c1ccccc1 (configuration not stated)	97.0	115.0	111.1	112.0	99.5	102.1	103.5	107.4	99.0
O=C(Nc1cccc(Cl)c1)OCC#CCN1CCCC1	109.9	115.5	116.4	116.5	118.9	105.2	99.1	103.9	104.0
C1CC2OC2CC1C1CO1 (configuration not stated)	104.6	96.6	109.5	119.0	nt	111.7	112.0	110.7	98.0
N#CCO	96.9	94.8	98.9	99.3	nt	107.5	108.3	102.5	nt
CC(C)c1cccc(C(C)C)c1OCCN1CCCCC1	85.3	106.9	95.5	90.7	99.0	103.0	93.4	104.7	97.7
O=C1C(=O)c2ccccc2-c2ccccc21	-100.0*	-88.3*	93.7	100.8	-61.7*	3.2*	-54.3*	-41.5*	-58.5*
CN1CCN(C(=O)COc2ccc(C=C3C(=O)NC(=S)NC3=O)cc2)CC1	111.3	94.8	93.4	95.1	101.2	108.5	95.3	102.6	99.4
O=C(N/N=C/c1ccc(N(CCCl)CCCl)cc1)c1cccc2ccccc12	88.5	74.3	69.1	101.6	79.2	47.0	85.7	72.9	47.9
NC(=S)C(N)=S	108.7	105.1	103.0	138.0	114.2	111.8	101.3	113.3	nt
CC(C)CCC1(CCO)C(=O)NC(=O)NC1=O	98.4	97.7	113.7	108.9	110.0	103.2	106.1	102.5	119.8
COc1ccc(CC(=O)C2C(=O)N(C)c3ccccc32)cc1OC (configuration not stated)	114.3	103.3	106.3	129.7	141.1	117.9	104.5	113.1	116.5
O=C(O)C(=O)CBr	106.7	101.8	97.8	105.2	108.6	105.2	106.8	110.7	35.3
CCOP(=O)(Cc1ccccc1)OCC	112.9	100.7	109.9	101.7	117.0	108.5	99.1	nt	102.5
CCCC1C(=O)NC(=O)NC1=O	98.4	93.9	107.5	88.6	102.1	100.9	102.7	107.1	99.3
COC(=O)[C@H](Cc1ccccc1)NC(=O)c1csc([C@@H](C[C@H](C(C)C)N(C)C(=O)[C@@H](NC(=O)[C@H]2CCCN2C)C2CC2)OC(C)=O)n1	59.5	58.0	52.8	50.3	39.1	4.5*	35.9	53.3	1.0*
CCC1(C2=NCCN2)Cc2ccccc2O1 (configuration not stated)	105.6	94.7	99.3	nt	101.9	102.0	96.9	97.7	nt
COc1cccc2c1C(=O)c1c(O)c3c(c(O)c1C2=O)CC(O)(/C(C)=N/NC(=O)CCC(=O)N/N=C(\C)C1(O)Cc2c(O)c4c(c(O)c2C(OC2CC(N)C(O)C(C)O2)C1)C(=O)c1c(OC)cccc1C4=O)CC3OC1CC(N)C(O)C(C)O1 (configuration not stated)	-13.5*[5 µM]	-68.1*[5 µM]	-31.4*[5 µM]	-31.6*[5 µM]	nt	-44.3*[5 µM]	-44.8*[5 µM]	71.8[5 µM]	-47.0*[5 µM]
O=C(CC1(O)C(=O)Nc2ccc(F)cc21)c1ccc(C(=O)NCC2CCC3(CC2)OOC2(CCCCC2)OO3)cc1 (configuration not stated)	65.6	69.3	91.1	94.6	3.8*	21.7	34.9	80.0	nt
CC(=O)c1ccc2c(c1)OCO2	102.6	110.7	114.2	101.8	104.6	105.7	107.7	114.1	82.1
CCOC(=O)c1cnc(N2CC2)nc1N	111.9	92.0&114.7	101.8&117.1	114.4&119.5	115.5&107.0	104.6&108.1	94.0&109.6	101.7&109.8	98.5&114.8
ClC(Cl)(Cl)Sn1cccn1	115.4	101.6	101.4	112.9	109.3	nt	101.0	104.7	102.8
C[C@]12CC[C@H]3[C@@H](C[C@@H]4SC(N)=N[C@@]45CC(=O)CC[C@]35C)[C@@H]1CCC2=O	102.8	102.4	96.0	81.2	92.7	100.0	97.6	97.4	100.6
ClC1CN2CCC1CC2 (configuration not stated)	103.8	107.5	105.3	97.3	106.3	110.8	109.4	115.0	105.7
CC(=O)OC1CC2(Cl)C(Cl)=C(Cl)C1(Cl)C2(Cl)Cl (configuration not stated)	95.3	103.6	101.6	112.8	108.9	109.2	98.0	105.0	85.8

From PubChem
